# Menin-MLL TR inh: menin-MLL binding inhibition, Texas Red mutant peptide; Menin + Texas Red MLL mutant peptide, fluorescence polarization; Potency, µM (highest dose often 61.6 µM), without a hit: top-dose FP activity change, negative = inhibition, hits mostly inhibitors; 270,000 compounds, 0.23% hits; active = well fitted inhibition curve with a large enough effect in the polarisation, with a control signal flat, not every such curve was filed as active; inconclusive = small, poorly fitted or top-dose-only effect, or effect the other way, or a change in a side signal; inactive = no such curve, though single readings can be large or run the other way; the % refers to the polarisation; note: potency is the fitted concentration of half-maximal effect; % of control where 0% means no effect; many of its hits are not listed in these tables
# Target sequence (O00255 whole entry, looked up): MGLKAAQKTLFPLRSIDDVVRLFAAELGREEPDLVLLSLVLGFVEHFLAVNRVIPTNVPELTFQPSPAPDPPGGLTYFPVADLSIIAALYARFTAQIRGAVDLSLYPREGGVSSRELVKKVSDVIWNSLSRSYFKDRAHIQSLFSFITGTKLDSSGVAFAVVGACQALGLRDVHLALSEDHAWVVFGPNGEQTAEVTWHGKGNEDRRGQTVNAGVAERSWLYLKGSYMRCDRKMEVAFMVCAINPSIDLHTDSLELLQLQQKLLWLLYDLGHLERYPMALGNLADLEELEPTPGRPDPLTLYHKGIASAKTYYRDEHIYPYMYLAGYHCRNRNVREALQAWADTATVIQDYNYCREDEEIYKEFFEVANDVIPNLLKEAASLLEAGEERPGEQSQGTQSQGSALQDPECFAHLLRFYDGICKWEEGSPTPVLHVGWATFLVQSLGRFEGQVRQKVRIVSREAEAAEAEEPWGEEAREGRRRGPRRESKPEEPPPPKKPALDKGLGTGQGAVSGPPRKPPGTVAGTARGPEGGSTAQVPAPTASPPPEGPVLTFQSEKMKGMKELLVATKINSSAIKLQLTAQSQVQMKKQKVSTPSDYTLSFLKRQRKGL
# PKM2 activator: increases activity of human pyruvate kinase M2 | P14618 | purified PKM2, Kinase-Glo ATP luminescence, activation; response scale: 0% is enzyme alone, no compound | Potency, µM (top dose mostly 57.5 µM), inactives show top-dose activation, actives largely listed as activators | 260,000 compounds, 0.34% hits | AID 1631; note: potency is the fitted concentration of half-maximal effect; % is set by controls: 0 for no effect and ±100 for the full control effect; nearly all actives have a fitted effect of over 55% in size
#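 Purified hPK-M2 (>95% pure) converted ADP (0.1 mM final) to ATP with 0.5 mM PEP in 50 mM imidazole pH7.2, KCl, MgCl2, Tween 20, BSA; 1 h at room temperature. ATP detected by Kinase-Glo luminescence.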
# Giardia killer: Giardia lamblia killing; Giardia lamblia trophozoite viability; AID 540267; activity change, % at 7.66 µM, hits read low; 340,000 compounds, 0.15% hits; in the data active = activity change below about -80%; inconclusive = between about -30% and that limit;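 note: parasites exposed to compound for two days anaerobically before the ATP read; % is set by controls: 0 for no effect and ±100 for the full control effect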
#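 Compounds were tested on trophozoites seeded at 100 cells/well and held 48 hrs at 37 deg C anaerobically. An ATP-based luminescent kit measured the remaining live cells.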
# Rab9 prom act: activates the Rab9 promoter; Huh7 Rab9 promoter-luciferase reporter, luminescence, 24 h; Potency, µM (series often up to 9.22 µM), without a hit: top-dose activation, negative = inhibition, actives largely listed as activators; 320,000 compounds, 2.8% hits; note: potency is the fitted concentration of half-maximal effect; % of control where 0% means no effect; nearly all actives have a fitted effect of over 60% in size
#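 Using Huh7 cells stably transfected with Rab9 promoter–luciferase, compounds were incubated 24 h at 37 °C, 5% CO2; luciferase luminescence was read 10 min after reagent addition.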
# FLuc modulator: counter-screen for miR-21 project: firefly luciferase inhibitors or activators | P08659 | purified FLuc, Km substrates, luminescence inhibition | Potency, µM (titrated, usually from 57.5 µM), for the others: at the highest dose activity change, negative = inhibition, usual class: inhibitors | 360,000 compounds, 6.9% hits;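 note: potency is the fitted concentration of half-maximal effect; plate controls were vehicle for no effect and reference inhibitor for full effect; nearly all actives have a fitted effect of over 55% in size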
#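 Purified P. pyralis luciferase, 10 nM final, with Km-level 10 uM D-luciferin and 10 uM ATP in 50 mM Tris acetate pH 7.5, 10 mM Mg acetate, 0.01% Tween-20, 0.05% BSA; 6-point qHTS titration about 60 µM downward; luminescence read.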
# p53 reactivation: re-activators of mutant p53; H1299 p53-A138V BP100-luciferase reporter, luminescence, 24 h; Potency, µM (titrated, usually from 92.2 µM), without a hit: top-dose activity change, positive = activation, most hits filed as activators; 320,000 compounds, 0.063% hits; note: potency is the fitted concentration of half-maximal effect; % of control where 0% means no effect; nearly all actives have a fitted effect of over 45% in size
#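 p53-null H1299 cells stably carrying temperature-sensitive p53-A138V and a BP100-luciferase reporter were pinned with compounds (4-point, 1:5 series) and held 24 hrs at 37 deg C. Luminescence was read 10 min after detection reagent.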
# Gal4-VP16 FLuc: counter-screen for ROR gamma inhibitors: Gal4-VP16 reporter | AID 2546 | Drosophila S2 Gal4-VP16 UAS-luciferase, luminescence, 20 h | Potency, µM (highest dose often 53.6 µM), for inactives: at the top dose activity, negative = inhibition, actives largely listed as inhibitors | 310,000 compounds, 3.5% hits;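 note: Gal4-VP16 expression switched on by copper sulfate through the metallothionein promoter; potency is the fitted concentration of half-maximal effect; % is set by controls: 0 for no effect and ±100 for the full control effect; nearly all actives have a fitted effect of over 50% in size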
# RORgamma inh: blocks mouse ROR gamma transcriptional activity | 310,000 compounds, 5.4% hits | P51450 | Potency, µM (top dose mostly 53.6 µM), without a hit: at the top dose activity change, negative = inhibition, most hits filed as inhibitors | Drosophila S2 Gal4-RORgamma UAS-luciferase reporter, 20 h; note: potency is the fitted concentration of half-maximal effect; % is set by controls: 0 for no effect and ±100 for the full control effect; nearly all actives have a fitted effect of over 60% in size
#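 In this cell-based reporter format, copper sulfate (700 uM final) drives Gal4–ROR gamma fusion expression from a metallothionein promoter in Drosophila Schneider cells; compounds preincubated 1 hr, reporter read after 20 hr at ambient temperature.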
# BRCA1 expr act: activators of BRCA1 expression. MCF7-BRCA1-FFLuc reporter, luminescence, 48 h; response scale: scaled: vehicle 0%, 10 µM genistein 100%. Potency, µM (series often up to 46.1 µM), for the others: at the highest dose activation, hits mostly activators. 380,000 compounds, 1.1% hits; note: potency is the fitted concentration of half-maximal effect; nearly all actives have a fitted effect of over 80% in size; some results filed as inactive show a strong effect at the top dose
#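 Compounds are tested at multiple concentrations on MCF7 BRCA1-luciferase reporter cells seeded at 2000 per well; after 48 h, a single luminescence end-point is taken and curves fitted to the normalized data.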
# ELG1 genotox: inducers of genotoxicity in HEK293T ELG1-luciferase cells | HEK293T ELG1-luciferase reporter, luminescence, 16 h | Potency, µM (highest dose often 46 µM), for the others: top-dose activity change, positive = activation, actives largely listed as activators | 330,000 compounds, 1.3% hits; note: potency is the fitted concentration of half-maximal effect; % of control where 0% means no effect; nearly all actives have a fitted effect of over 60% in size
#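 HEK293T cells expressing luciferase-tagged ELG1 were exposed to compound or DMSO vehicle for 16 hr at 37 °C and 5% CO2. Luciferase activity was then measured with ONE-Glo after 30 min at room temperature.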
# NPC1 prom act: activates the NPC1 promoter | AID 485313 | Huh7 NPC1 promoter luciferase reporter, 24 h | Potency, µM (highest dose often 9.22 µM), for the others: top-dose activation, usual class: activators | 320,000 compounds, 2.4% hits;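 note: potency is the fitted concentration of half-maximal effect; % of control where 0% means no effect; nearly all actives have a fitted effect of over 60% in size; reporter is driven by a mutant NPC1 promoter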
#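 NPC1 promoter–luciferase Huh7 cells; 24 h compound; luminescence.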
# Active calls of the source: *; ? = inconclusive; / = no result given; [ ] = remark or other dose. Unless noted, calls come from the whole dose curve; as a rule, active = well fitted curve in the direction sought with a large enough effect; inconclusive = small, poorly fitted or top-dose-only effect, or another doubt; inactive = no such curve, though single readings can be large; an effect the other way counts as inactive or inconclusive.
SMILES,Menin-MLL TR inh,PKM2 activator,Giardia killer,Rab9 prom act,FLuc modulator,p53 reactivation,Gal4-VP16 FLuc,RORgamma inh,BRCA1 expr act,ELG1 genotox,NPC1 prom act
Cc1csc(NC(=O)c2cc(C)nc3ccccc23)n1,6%,-1%,-9,-2%,-9%,-2%,-13%,11µM*,-21%,-7%,-7%
COc1ccc(NC(=O)c2ccco2)cc1NC(=O)c1cccs1,27%,-2%,14,-6%,-13%,-6%,8%,5%,-26%,1%,-1%
CCn1cc(C(=O)OCC(=O)N(C)Cc2ccccc2)c(=O)c2ccc(C)nc21,0%,1%,3,6%,0%,-1%,-1%,-13%,2%,-3%,-3%
Cc1ccc2[nH]c(=O)c(CN(C)C(=O)c3cccs3)cc2c1,?,-2%,-22,-1%,-7%,-1%,10%,24%,70%,7%,9%
COc1ccc2c(c1)C1NC(=S)N[C@@](C)(O2)C1C(=O)Nc1ccccc1 (some centres not stated),0%,2%,-15,-7%,-1%,1%,-6%,-19%,-22%,-4%,1%
CC1(NC(=O)Cn2cc(C(F)(F)F)ccc2=O)CCS(=O)(=O)C1 (configuration not stated),/,/,3,-5%,-1%,7%,/,/,-4%,0%,-1%
COc1ccc(NC(=O)c2sc(SCc3ccccc3)nc2N)cc1,?,-6%,-6,19%,?,3%,-14%,-28%,2%,-3%,16%
COc1ccc(Nc2nc3c(C)cccc3cc2C#N)cc1,16%,-5%,-13,9%,-6%,-3%,-1%,0%,25%,3%,-2%
CC(NC(=O)c1ccc(C(C)(C)C)cc1)C(=O)O (configuration not stated),2%,-3%,-11,0%,?,0%,-1%,1%,5%,1%,-3%
CC(C)CNC(=S)NC(=O)c1ccc([N+](=O)[O-])cc1,0%,1%,2,?,?,28%,14µM*,4.5µM*,47%,5%,20%
CC(=O)Nc1ccc(S(=O)(=O)N2CCN(C(=O)N3CCOCC3)CC2)cc1,11%,-5%,-14,-1%,0%,4%,1%,1%,-9%,1%,0%
CCN(CC)CCNS(=O)(=O)c1ccc(Cl)cc1,1%,-1%,-14,4%,3%,-3%,-13%,3%,-13%,0%,24%
Cc1coc2c(C)c3oc(=O)c(CCC(=O)NCCC(=O)O)c(C)c3cc12,-24%,/,6,-6%,-2%,-1%,-3%,11%,-1%,-1%,-3%
CC1CCc2c(sc3ncnc(SCC(=O)Nc4ccc(C(=O)O)cc4)c23)C1 (configuration not stated),/,/,3,-2%,?,2%,-1%,-15%,-4%,3%,-1%
COc1ccccc1N1CCN(C(=O)CCC(=O)Nc2nnc(C(C)C)s2)CC1,/,/,-29,1%,0%,5%,-3%,-1%,-26%,1%,-7%
Cc1cc(-c2ccccc2)nc(N/N=C/c2ccccc2)n1,1%,0%,0,?,6.7µM*,16%,?,14µM*,95%,17%,?
C[C@H]1C=C(C(=O)N2CCN(Cc3ccc4c(c3)OCO4)CC2)O[C@@H](OCc2ccc(CO)cc2)C1,-24%,0%,24,-1%,0%,-4%,-13%,13%,-4%,-2%,-7%
COc1ccc(C(=O)C2CCCN(C(=O)c3ccnn3C)C2)c(C)c1 (configuration not stated),/,0%,1,0%,1%,-12%,-7%,-34%,-33%,-2%,3%
Cc1ccc(C2/C(=C(\O)c3ccc4c(c3)OCCO4)C(=O)C(=O)N2CCCN(C)C)o1 (configuration not stated),2%,?,/,0%,-13%,22%,-2%,1%,/,5%,13%
O=C(O)CCCCCN=C1CCc2ccccc2N1,1%,2%,-6,-3%,-1%,-15%,3%,4%,10%,1%,-4%
O=C1c2ccccc2C(=O)N1CCc1nc(-c2ccccn2)no1,-5%,-6%,9,12%,-18%,17%,5%,7%,13%,12%,17%
Cc1ccc(NC(=O)CC2SC(=NC3CCCCC3)NC2=O)cc1 (configuration not stated),-14%,-5%,-16,1%,3%,-15%,-15%,40%,-13%,-1%,-1%
CN(C)/C=C1\N=C(c2ccc3c(c2)OCO3)OC1=O,-6%,3%,-14,?,?,?,0%,-19%,7.9µM*,12%,28%
O=c1[nH][nH]c(C(F)(F)F)c1C=Nc1ccc(Cl)cc1,-1%,0%,0,-4%,-1%,8%,-5%,8%,5%,0%,10%
C[C@H]1CN=C(N(C)C)N1CCC1CCCCC1,/,/,0,3%,5%,-2%,/,/,-6%,-1%,1%
# The results go on.
SMILES,Menin-MLL TR inh,PKM2 activator,Giardia killer,Rab9 prom act,FLuc modulator,p53 reactivation,Gal4-VP16 FLuc,RORgamma inh,BRCA1 expr act,ELG1 genotox,NPC1 prom act
N#Cc1cccc(CN2CCC(=O)N([C@H](CO)Cc3ccccc3)CC2)c1,6%,0%,-1,0%,0%,4%,3%,-14%,2%,-1%,-1%
COc1ccccc1C1NC(=O)NC(C)=C1C(=O)OCc1ccccc1 (configuration not stated),-23%,0%,24,0%,0%,/,0%,1%,-6%,-5%,-2%
COc1ccc2cc(C(=O)N3CCCC(Nc4ccc(F)cc4)C3)n(C)c2c1 (configuration not stated),/,-1%,6,-4%,3%,-9%,0%,19%,-20%,-3%,1%
COC1CCCN(Cc2cn(C)nc2-c2ccc(Oc3ccccc3)cc2)C1 (configuration not stated),-19%,1%,-4,2%,7%,0%,-5%,5%,-6%,0%,0%
Cc1cc(C)nc(Nc2ccc(Cl)cc2C)n1,7%,1%,23,-2%,?,-16%,-7%,8%,-2%,0%,1%
CSCC[C@H](N)C(=O)NC[C@H]1CC[C@H](C(=O)N[C@@H](Cc2ccccc2)C(=O)O)CC1,-1%,/,1,2%,1%,-4%,2%,-6%,22%,0%,-3%
O=C(Nc1ccc(Oc2ccc(Br)cc2)cc1)C1=CC=CN2CCS(=O)(=O)N=C12,/,/,2,-4%,3%,0%,/,/,-10%,1%,-8%
COc1ccc2c(c1)CC/C(=C/c1cc(OC)c(OC)c(OC)c1)C2=O,-10%,0%,-29,1%,-16%,1%,?,21%,-26%,-12%,4%
COc1ccccc1CN1CCCCCC1,?,-5%,1,0%,0%,25%,-16%,-1%,-30%,-3%,-1%
Cc1ccc(CNC(=O)c2ccc(Cn3nc(C)c(Cl)c3C)o2)cc1,3%,0%,-5,0%,5%,-14%,1%,17%,-29%,1%,-5%
O=C(COc1ccccc1)N=C1SC2CS(=O)(=O)CC2N1c1ccccc1F (configuration not stated),19%,-3%[0.46 µM],?,-1%,6%,-5%,1%,22%,4%,0%,0%
O=C1NC(Nc2nc3ccccc3s2)(C(F)(F)F)C(=O)N1C1CCCCC1 (configuration not stated),?,-1%,-19,0%,1%,17%,?,?,-43%,-17%,0%
Cc1ccc(S(=O)(=O)NCCN2CCN(S(=O)(=O)c3ccccc3Cl)CC2)cc1,/,/,-7,-2%,1%,6%,/,/,9%,1%,-4%
C=CCn1c2ccccc2c2nnc(SCC(=O)NC(C(=O)OC)C(C)C)nc21 (configuration not stated),14%,-5%,-12,-1%,-4%,-30%,-18%,-38%,1%,3%,2%

# Grouped by structure: the entries above containing four or more nitrogen atoms.
SMILES,Menin-MLL TR inh,PKM2 activator,Giardia killer,Rab9 prom act,FLuc modulator,p53 reactivation,Gal4-VP16 FLuc,RORgamma inh,BRCA1 expr act,ELG1 genotox,NPC1 prom act
CC(=O)Nc1ccc(S(=O)(=O)N2CCN(C(=O)N3CCOCC3)CC2)cc1,11%,-5%,-14,-1%,0%,4%,1%,1%,-9%,1%,0%
COc1ccccc1N1CCN(C(=O)CCC(=O)Nc2nnc(C(C)C)s2)CC1,/,/,-29,1%,0%,5%,-3%,-1%,-26%,1%,-7%
Cc1cc(-c2ccccc2)nc(N/N=C/c2ccccc2)n1,1%,0%,0,?,6.7µM*,16%,?,14µM*,95%,17%,?
O=C1c2ccccc2C(=O)N1CCc1nc(-c2ccccn2)no1,-5%,-6%,9,12%,-18%,17%,5%,7%,13%,12%,17%
O=C1NC(Nc2nc3ccccc3s2)(C(F)(F)F)C(=O)N1C1CCCCC1 (configuration not stated),?,-1%,-19,0%,1%,17%,?,?,-43%,-17%,0%
C=CCn1c2ccccc2c2nnc(SCC(=O)NC(C(=O)OC)C(C)C)nc21 (configuration not stated),14%,-5%,-12,-1%,-4%,-30%,-18%,-38%,1%,3%,2%

# Not all compounds are listed; the hit share may differ from the screen's.
